Screening data deposited in PubChem BioAssay by National Center for Advancing Translational Sciences (NCATS).
G9a inh: qHTS Assay for Inhibitors of Histone Lysine Methyltransferase G9a; Histone-lysine N-methyltransferase EHMT2 (Homo sapiens), Q96KQ7; G9a H3K9 monomethylation, AlphaScreen, 2 h; Potency, µM (highest dose often 102 µM), without a hit: at the highest dose activity, negative = inhibition, usual class: inhibitors; hit rate 8.8% among 350,000; AID 504332, 2011; also: % is scaled to controls: 0 for no effect and ±100 for the full control effect; nearly all actives have a fitted effect of over 75% in size
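Step 1: enzyme (final 20 nM) with compound, 15 min RT. Step 2: substrate peptide 500 nM and SAM 20 uM, 2 h RT. Step 3: anti-H3K9me1 antibody and AlphaScreen beads, 10 min, then plate read.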
POLK inh: qHTS for Inhibitors of Polymerase Kappa | hit rate 0.53% among 400,000 | Potency, µM (highest dose often 107 µM), inactives show top-dose activity, negative = inhibition, most hits filed as inhibitors | purified Pol kappa, fluorescent DNA synthesis assay, 10 min | DNA polymerase kappa (Homo sapiens), Q9UBT6; also: % is scaled to controls: 0 for no effect and ±100 for the full control effect
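Here, compound and 10 nM enzyme are combined for 15 min at room temperature; adding 50 nM substrate (final) starts DNA synthesis, tracked by fluorescence at 0 and 10 min against buffer-only wells.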
Apoferritin bind: qHTS Assay for Identification of Novel General Anesthetics. hit rate 0.074% among 350,000. AID 485281, 2010. Potency, µM (doses to about 77.5 µM), inactives show top-dose activity change, negative = displacement, most hits filed as inhibitors. apoferritin/1-aminoanthracene competitive binding, fluorescence; also: % is scaled to controls: 0 for no effect and ±100 for the full control effect; nearly all actives have a fitted effect of over 20% in size
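Steps: apoferritin (10 uM) was premixed with half-saturated 1-AMA in PBS, compounds were pin-transferred, plates stood 10 min at room temperature, fluorescence was read at 380/535 nm, and curves were fitted with a Hill equation.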
POLH inh: qHTS for Inhibitors of Polymerase Eta | DNA polymerase eta (Homo sapiens), Q9Y253 | recombinant Pol eta, fluorescent DNA replication assay | Potency, µM (titrated, usually from 114 µM), for inactives: top-dose activity change, negative = inhibition, usual class: inhibitors | hit rate 1.2% among 390,000 | AID 588591, 2011; also: % is scaled to controls: 0 for no effect and ±100 for the full control effect
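Fluorescent replication assay: 50 nM final substrate added after a 15 min room-temperature compound preincubation with 10 nM enzyme. Signal taken at 0 min and again at 10 min.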
BAZ2B inh: qHTS Assay for Inhibitors of BAZ2B. Bromodomain adjacent to zinc finger domain protein 2B (Homo sapiens), Q9UIF8. AlphaScreen BAZ2B-H3K14Ac peptide displacement. Potency, µM (series often up to 114 µM), for inactives: at the top dose activity change, negative = inhibition, actives largely listed as inhibitors. hit rate 4.4% among 360,000. AID 504333, 2011; also: % is scaled to controls: 0 for no effect and ±100 for the full control effect; nearly all actives have a fitted effect of over 60% in size
Target sequence (Q9UIF8 whole entry, looked up, the tested form may be a part): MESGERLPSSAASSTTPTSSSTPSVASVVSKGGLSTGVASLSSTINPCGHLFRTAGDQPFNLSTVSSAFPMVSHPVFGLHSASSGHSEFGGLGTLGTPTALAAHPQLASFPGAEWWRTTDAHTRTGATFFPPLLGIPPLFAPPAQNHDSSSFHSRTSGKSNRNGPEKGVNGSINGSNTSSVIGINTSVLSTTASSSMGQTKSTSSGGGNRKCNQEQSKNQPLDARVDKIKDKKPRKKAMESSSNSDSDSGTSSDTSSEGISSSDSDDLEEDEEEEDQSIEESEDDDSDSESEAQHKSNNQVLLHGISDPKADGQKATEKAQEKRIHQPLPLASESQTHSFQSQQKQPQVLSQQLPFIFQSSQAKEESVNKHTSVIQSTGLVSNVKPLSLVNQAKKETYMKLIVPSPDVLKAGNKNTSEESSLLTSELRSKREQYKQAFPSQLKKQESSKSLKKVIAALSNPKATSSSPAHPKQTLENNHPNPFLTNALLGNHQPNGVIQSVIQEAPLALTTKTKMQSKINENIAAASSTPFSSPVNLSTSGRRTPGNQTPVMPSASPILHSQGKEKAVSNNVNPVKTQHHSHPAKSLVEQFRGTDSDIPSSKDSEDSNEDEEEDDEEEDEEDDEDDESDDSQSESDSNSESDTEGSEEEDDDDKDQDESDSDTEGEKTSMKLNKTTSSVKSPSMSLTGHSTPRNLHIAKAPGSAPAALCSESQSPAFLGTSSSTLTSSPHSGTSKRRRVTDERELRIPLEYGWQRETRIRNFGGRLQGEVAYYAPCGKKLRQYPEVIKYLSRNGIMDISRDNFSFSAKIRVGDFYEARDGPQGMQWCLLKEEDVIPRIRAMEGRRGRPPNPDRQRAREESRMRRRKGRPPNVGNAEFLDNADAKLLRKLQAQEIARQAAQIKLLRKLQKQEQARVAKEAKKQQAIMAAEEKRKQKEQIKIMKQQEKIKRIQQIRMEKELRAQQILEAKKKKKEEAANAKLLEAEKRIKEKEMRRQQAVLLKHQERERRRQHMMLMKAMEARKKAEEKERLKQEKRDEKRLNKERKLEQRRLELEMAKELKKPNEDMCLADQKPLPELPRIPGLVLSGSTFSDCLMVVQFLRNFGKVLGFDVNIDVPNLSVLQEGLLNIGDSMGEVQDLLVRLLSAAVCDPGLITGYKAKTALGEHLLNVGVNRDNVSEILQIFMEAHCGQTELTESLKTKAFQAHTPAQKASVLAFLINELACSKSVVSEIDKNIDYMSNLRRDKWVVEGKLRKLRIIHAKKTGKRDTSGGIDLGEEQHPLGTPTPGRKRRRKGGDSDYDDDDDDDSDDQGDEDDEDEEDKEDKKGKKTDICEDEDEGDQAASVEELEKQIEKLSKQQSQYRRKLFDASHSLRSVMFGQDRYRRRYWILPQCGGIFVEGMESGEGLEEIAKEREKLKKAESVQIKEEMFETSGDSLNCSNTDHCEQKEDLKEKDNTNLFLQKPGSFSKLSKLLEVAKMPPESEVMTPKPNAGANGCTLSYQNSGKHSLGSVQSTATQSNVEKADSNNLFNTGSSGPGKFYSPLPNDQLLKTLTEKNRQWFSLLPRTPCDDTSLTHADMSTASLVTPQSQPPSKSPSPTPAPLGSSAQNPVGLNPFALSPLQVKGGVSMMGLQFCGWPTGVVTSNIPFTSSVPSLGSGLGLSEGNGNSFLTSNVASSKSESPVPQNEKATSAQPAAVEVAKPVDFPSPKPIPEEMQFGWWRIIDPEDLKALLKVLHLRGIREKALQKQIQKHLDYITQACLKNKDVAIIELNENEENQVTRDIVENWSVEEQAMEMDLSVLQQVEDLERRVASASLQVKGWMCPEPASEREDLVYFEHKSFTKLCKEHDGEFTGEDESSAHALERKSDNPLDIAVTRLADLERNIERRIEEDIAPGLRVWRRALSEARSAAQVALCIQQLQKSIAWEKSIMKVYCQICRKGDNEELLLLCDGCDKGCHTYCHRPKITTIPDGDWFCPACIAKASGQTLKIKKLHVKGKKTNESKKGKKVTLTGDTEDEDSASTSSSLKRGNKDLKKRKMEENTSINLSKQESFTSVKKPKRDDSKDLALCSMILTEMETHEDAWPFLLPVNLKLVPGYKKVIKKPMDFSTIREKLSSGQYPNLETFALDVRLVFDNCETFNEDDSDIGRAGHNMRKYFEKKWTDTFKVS
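AlphaScreen luminescence quantifies BAZ2B engagement of H3K14Ac peptide; the protein and biotinylated peptide are both at 50 nM final, buffer PBS pH 7.4 with 0.01% Tween-20, all steps at room temperature.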
POLB inh: qHTS Assay for Inhibitors of DNA Polymerase Beta. Pol beta primer extension/strand displacement, fluorescence kinetic. Potency, µM (highest dose often 114 µM), for inactives: top-dose activity change, negative = inhibition, usual class: inhibitors. P06746. hit rate 1.3% among 340,000. AID 485314, 2010; also: % is scaled to controls: 0 for no effect and ±100 for the full control effect
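Values derive from four-parameter Hill fits of normalized kinetic data: reads at 0 and 10 min following addition of 50 nM substrate to 10 nM Pol beta preincubated 15 min with compound.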
BLM inh: qHTS Assay for Inhibitors of Bloom's syndrome helicase (BLM); Potency, µM (highest dose often 56.1 µM), for the others: top-dose activity change, negative = inhibition, hits mostly inhibitors; recombinant BLM DNA unwinding, fluorescence dequenching; AID 2528, 2010; RecQ-like DNA helicase BLM (Homo sapiens), P54132; hit rate 0.2% among 350,000;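 also: plate controls were vehicle for no effect and no enzyme for full effect; nearly all actives have a fitted effect of over 35% in size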
POLI inh: qHTS for Inhibitors of Polymerase Iota; AID 588590, 2011; DNA polymerase iota (Homo sapiens), Q9UNA4; Potency, µM (doses to about 115 µM), for the others: top-dose activity, negative = inhibition, most hits filed as inhibitors; Pol iota fluorescent replication assay, 10 min; hit rate 1% among 390,000
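Pol iota at 10 nM preincubated 15 min with compounds at room temperature; reaction started with fluorescent substrate, 50 nM final. Fluorescence read kinetically at 0 and 10 min; buffer-only wells as negative control.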
APEX1 inh: qHTS Assay for Inhibitors of the Human Apurinic/apyrimidinic Endonuclease 1 (APE1); DNA repair nuclease/redox regulator APEX1 (Homo sapiens), P27695; recombinant APE1, TAMRA/BHQ-2 abasic DNA cleavage fluorescence; Potency, µM (titrated, usually from 65.8 µM), inactives show at the top dose activity change, negative = inhibition, most hits filed as inhibitors; hit rate 0.35% among 350,000;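 also: plate controls were vehicle for no effect and reference inhibitor for full effect; nearly all actives have a fitted effect of over 55% in size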
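Measures dequenching upon AP-site incision of a 5'-TAMRA/3'-BHQ-2 THF-containing duplex, 50 nM; human APE1 0.75 nM after 15 min room-temperature exposure to compound; kinetic three-point read at one-minute spacing.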
Starred values were filed as active, the others as inactive; ? = inconclusive; . = no result given; [ ] = dose if it differs, or a comment. Calls follow the shape of the dose curve; as a rule, active = well fitted curve in the direction sought with a large enough effect; inconclusive = small, poorly fitted or top-dose-only effect, or another doubt; inactive = no such curve, though single readings can be large; an effect the other way counts as inactive or inconclusive. Potency is read from the fitted curve at half-maximal effect. These rows are one share of the data (hit frequency here may not be typical).

SMILES | G9a inh | POLK inh | Apoferritin bind | POLH inh | BAZ2B inh | POLB inh | BLM inh | POLI inh | APEX1 inh
COC(=O)c1ccc(Oc2cc(C)nc(SC)n2)cc1 | 10.8%[59 µM] | -16.5% | -6.9% | 0.2% | 4.3% | 28.3% | -2.1% | 8.2% | -3.4%
O=C(CCc1nnc(CCCCc2ccccc2)o1)N1CCCC(O)C1 (stereo unspecified) | -0.5% | -2.8% | -8.9% | -9.7% | 3.0% | -0.7% | -2.5% | 17.3% | 5.2%
COC(=O)C1ON2OC(C(=O)OC)C(C(=O)OC)C2C1CC(C)=O (stereo unspecified) | ? | 1.2% | -5.2% | -4.9% | -30.8% | ? | -0.8% | ? | -0.9%
CCCNc1c(N)c(=O)c1=O | 15.6% | -17.3% | 4.5% | -9.0% | 2.2% | -6.4% | -3.3% | -10.3% | 1.3%
COc1ccc(CCC(=O)NNC(=S)NCc2ccc(F)cc2)cc1 | 27.8% | 13.2% | -17.3% | -5.7% | -2.9% | 2.6% | -5.0% | 65.4%[activator] | 1.4%
COc1ccc(C(C)=O)cc1CSc1nnc(-c2ccncc2)o1 | ? | 12.2% | -2.5% | -8.5% | 7.5% | -10.5% | -12.2% | 14.8% | -7.6%
COc1ccc(NS(=O)(=O)c2cc(NC(=O)c3ccccc3)ccc2N2CCOCC2)cc1 | . | 1.4% | . | -12.8% | . | . | . | 8.7% | -5.4%
COc1ccc(CN2CCN(C3CCC3)CC2CCO)cc1C (stereo unspecified) | . | 8.9% | -2.3% | -11.7% | -2.2% | 20.4% | -2.1% | 3.4% | -1.9%
COc1ccc(-n2nnc3c(SCc4ccccc4)ncnc32)cc1 | 5.2%[59 µM] | -13.2% | -19.1% | -10.6% | 24.5% | 7.0% | -0.5% | -4.2% | 0.6%
CCOc1ccc(-c2c(C(=O)N/N=C(\C)c3ccncc3)nnn2-c2nonc2N)cc1 | 39.2% | -2.4% | 2.0% | -6.2% | ? | 8.8% | -5.7% | 6.9% | -17.4%
NC1=NC(c2ccc(Cl)cc2)n2c(nc3ccccc32)N1 (stereo unspecified) | 12.6%[12.7 µM] | -11.3% | -4.8% | -8.6% | 5.0% | 1.8% | -9.7% | 9.5% | 1.5%
CCC(NS(=O)(=O)c1ccc(OC)cc1)C(=O)O (stereo unspecified) | -36.3% | -5.0% | 2.9% | 4.4% | 3.0% | -19.1% | -13.2% | 3.0% | 11.2%
Cc1ccc(NS(=O)(=O)c2cc([N+](=O)[O-])ccc2NNC(=S)Nc2cccc(Cl)c2)c(C)c1 | 15.8µM* | -31.1% | -20.8% | 39.8µM* | 20µM* | ? | -1.3% | -7.9% | 22.6%
Cc1ccc(OCc2cc(C(=O)N3CCC(C(O)C(C)C)CC3)no2)cc1C (stereo unspecified) | -35.6% | -2.9% | -11.2% | ? | -2.6% | -3.0% | -5.0% | 2.4% | 12.2%
COc1ccc2oc(=O)c(-c3nc4ccccc4o3)cc2c1 | -15.6%[59 µM] | -11.9% | 43.2%[activator] | -15.6% | 3.9% | 6.4% | -11.8% | 33.0%[activator] | 7.8%
CCOc1ccc2nc(SCC(=O)N(C)C3CCS(=O)(=O)C3)[nH]c2c1 (stereo unspecified) | 39.8µM* | -23.2% | -6.4% | 2.9% | -1.5% | 15.4% | 0.4% | 9.9% | -4.6%
O=C(NCc1ccco1)/C(=C\c1ccccc1)NC(=O)c1ccccc1 | 9.9% | -6.9% | 1.0% | -12.8% | 0.1% | -10.9% | -5.1% | 51.7%[activator] | 55.5%
COCCc1nn2c(=O)cc(COC(=O)c3ccc(Br)cc3)nc2s1 | 1.2%[59 µM] | 14.3% | -10.0% | -19.9% | -1.3% | -0.3% | 1.1% | 4.6% | .
Cc1noc(C)c1COc1cccc(C(=O)N2CCc3ccccc32)c1 | 7.8% | ? | -2.9% | -8.5% | -1.4% | 4.7% | -4.9% | 52.5%[activator] | 9.8%
Cc1ccc2c(c1)c1cccc3c1n2CCN3CCC(N)=O | ? | -7.6% | -7.0% | -16.4% | 39.8µM* | 19.5% | -6.5% | 6.0% | -5.1%
O=C(Cn1c(-c2ccccn2)nc2ccccc21)NCCN1CCOCC1 | -36.2%[59 µM] | -3.8% | -4.3% | -5.6% | -4.2% | 0.0% | -2.1% | -11.1%[58.9 µM] | -2.5%
CC(C)(C)c1ccc(C(=O)Nc2ccc(CC(=O)O)cc2)o1 | 24.8%[12.7 µM] | -2.5% | -5.6% | -12.8% | 4.8% | 2.2% | -3.0% | 15.6% | 0.8%
CN1C(C(=O)NC(C)(C)C)=CC(c2ccc3c(c2)OCO3)=NS1(=O)=O | ? | 2.9% | -4.8% | -18.9% | 1.7% | -11.2% | 0.7% | 22.9% | .
Cc1c(NC(=O)CN2CCN(c3ccc(F)cc3)CC2)c(=O)n(-c2ccccc2)n1C | 24.4% | 0.1% | -8.8% | -20.7% | -14.0% | 3.5% | -0.1% | 32.2%[activator] | 0.8%
COc1ccccc1CN1CC(C(=O)NCc2cc(C(C)C)no2)CCC1=O (stereo unspecified) | . | 1.1% | -2.4% | -0.4% | -7.0% | -0.7% | -2.3% | -3.7% | 3.7%
CN(C)CC(C)(C)CNC(=O)CC1C(=O)NCCN1Cc1ccc(-c2ccccc2)cc1 (stereo unspecified) | -33.2% | -6.3% | -14.2% | 1.4% | -2.3% | 28.5% | 1.3% | 10.3% | -1.6%
CN(C)S(=O)(=O)c1cccc(NC(=O)C2CCN(S(=O)(=O)c3cccs3)CC2)c1 | . | -18.4% | . | -7.9% | . | . | . | -6.8% | 7.9%
COc1ccc(CCNC(=S)NC2CCN(Cc3ccccc3)CC2)cc1OC | -11.1% | -9.4% | -7.6% | -8.7% | -34.5% | 1.3% | -0.9% | 54.6%[activator] | 1.1%
O=C(Nc1nnc(S(=O)(=O)N2CCN(c3ccc(F)cc3)CC2)s1)c1ccc(Cl)cc1 | -37.3%[59 µM] | -23.9% | -0.2% | -23.2% | -19.8% | -0.6% | -11.4% | 2.9% | .
Cc1cccc(NC(=O)Nc2cnccn2)c1C | . | -0.2% | 0.8% | -0.5% | -29.9% | 14.0% | -3.4% | -5.6% | 6.0%

Complete entries, quoted from the list.
Results for `CN(C)S(=O)(=O)c1cccc(NC(=O)C2CCN(S(=O)(=O)c3cccs3)CC2)c1` : G9a inh = .; POLK inh = -18.4%; Apoferritin bind = .; POLH inh = -7.9%; BAZ2B inh = .; POLB inh = .; BLM inh = .; POLI inh = -6.8%; APEX1 inh = 7.9%
Results for `CN(C)CC(C)(C)CNC(=O)CC1C(=O)NCCN1Cc1ccc(-c2ccccc2)cc1` (stereo unspecified) : G9a inh = -33.2%; POLK inh = -6.3%; Apoferritin bind = -14.2%; POLH inh = 1.4%; BAZ2B inh = -2.3%; POLB inh = 28.5%; BLM inh = 1.3%; POLI inh = 10.3%; APEX1 inh = -1.6%

Remaining list, next part.
SMILES | G9a inh | POLK inh | Apoferritin bind | POLH inh | BAZ2B inh | POLB inh | BLM inh | POLI inh | APEX1 inh
O=C(OCC(=O)N1CCCC1)c1cccc(Br)c1 | 4.6% | -11.4% | -5.4% | -23.1% | 9.9% | 71.8% | 1.3% | 43.5%[activator] | 3.9%
O=C(CNS(=O)(=O)c1ccc(Cl)c(C(F)(F)F)c1)NC1CCCCCC1 | 1.6%[12.7 µM] | 2.7% | . | -19.0% | 5.6% | . | . | 1.6% | 9.9%
O=C(O)c1cccc(CN2C(=O)S/C(=C/c3ccccc3[N+](=O)[O-])C2=O)c1 | ? | -25.0% | -10.6% | 79.4µM* | -24.9% | 28.2% | -6.2% | 20µM* | -0.5%
O=c1cc(O)c2sc(Nc3cccc(C(F)(F)F)c3)nc2[nH]1 | ? | -7.1% | 8.6% | -7.7% | -33.3% | 2.0% | -10.2% | 2.9% | 3.9%
CCOC(=O)c1[nH]c(C)c(C(=O)OCCOc2cccc(C)c2)c1C | 16.3%[59 µM] | -18.3% | 1.4% | -8.7% | -2.1% | 6.9% | -8.7% | 6.6% | -4.8%
Cc1ccc(S(=O)(=O)NC(=O)Nc2ncc3c(n2)CC(c2ccco2)CC3=O)cc1 (stereo unspecified) | 17.8µM* | 7.8%[60.1 µM] | -6.1% | 9.5% | -27.5% | 16.1% | -8.5% | 31.7%[activator] | -0.3%
O=C1/C(=C/c2ccccc2O)SC(=S)N1Cc1cccnc1 | ? | -4.2% | 0.5% | -19.8% | 6.0% | -0.2% | -2.3% | ? | 0.7%
S=C(NCc1ccccc1)NCc1cccc(CNC(=S)NCc2ccccc2)c1 | 13.2%[59 µM] | -4.4%[60.1 µM] | 39.1%[activator] | -8.4% | -35.8% | 1.2% | -10.5% | 10.2% | -5.3%
CC1(C)C2CCC1(CS(=O)(=O)NCc1ccc(C(F)(F)F)cc1)C(=O)C2 (stereo unspecified) | -5.9% | 5.4% | -10.0% | -19.9% | 3.2% | 1.5% | -3.1% | 3.6% | -21.2%
Cc1ccc(S(=O)(=O)CC(O)COc2ccc(C#N)cc2)cc1 (stereo unspecified) | 23.4%[59 µM] | -10.9% | -7.9% | -23.0% | 4.4% | 2.8% | -2.7% | 150.6%[activator] | -0.7%

Reprinted at random: 2 records from the list
SMILES | G9a inh | POLK inh | Apoferritin bind | POLH inh | BAZ2B inh | POLB inh | BLM inh | POLI inh | APEX1 inh
CC1(C)C2CCC1(CS(=O)(=O)NCc1ccc(C(F)(F)F)cc1)C(=O)C2 (stereo unspecified) | -5.9% | 5.4% | -10.0% | -19.9% | 3.2% | 1.5% | -3.1% | 3.6% | -21.2%
CN1C(C(=O)NC(C)(C)C)=CC(c2ccc3c(c2)OCO3)=NS1(=O)=O | ? | 2.9% | -4.8% | -18.9% | 1.7% | -11.2% | 0.7% | 22.9% | .
